# Abeta rescue: A-beta toxicity reversal in yeast. yeast expressing A-beta42, growth rescue, OD600, 48 h; response scale: 0% DMSO, 100% iron-clioquinol control. Potency, µM (series often up to 46.1 µM), inactives show top-dose growth rescue, most hits filed as activators. hit rate 0.063% among 410,000. AID 1347071; also: potency is read from the fitted curve at half-maximal effect; nearly all actives have a fitted effect of over 55% in size
#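 Yeast growth medium received pinned compounds, then yeast cells expressing toxic A-beta were added; plates incubated at 30 C for 48 hr. Growth read as absorbance at 600 nm, normalized to DMSO and equimolar FeCl3 plus clioquinol controls.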
# pAkt inh: Akt phosphorylation inhibition | Neuro2A IGF-stimulated pAkt S473 HTRF, 20 min; stronger effect = lower value | AID 651550 | activity change, % for hits at 50 µM | hit rate 0.32% among 360,000; in the data active = activity change below about -80%; inconclusive = mostly about -51% to -80%; also: % is scaled to controls: 0 for no effect and ±100 for the full control effect
#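 Single-point screen (50 µM final compound) in Neuro2A cells stimulated 20 min with 6 nM IGF at 37 deg C. After lysis, Ser473-phosphorylated Akt read by HTRF (ex 330 nm, em 615/665 nm) as the 665/615 ratio.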
# PTHR1 agonist: agonists of human PTHR1 parathyroid hormone receptor; Q03431; HEK293 GP2 PTHR1 cells, GloSensor cAMP luminescence, 1 h; Potency, µM (titrated, usually from 115 µM), inactives show at the highest dose activation, hits mostly activators; hit rate 0.075% among 410,000; also: potency is read from the fitted curve at half-maximal effect; nearly all actives have a fitted effect of over 55% in size; some results filed as inactive show a strong effect at the top dose; inactives centre near -15; many of its hits are not listed in these tables
# Target sequence (Q03431 whole entry, looked up): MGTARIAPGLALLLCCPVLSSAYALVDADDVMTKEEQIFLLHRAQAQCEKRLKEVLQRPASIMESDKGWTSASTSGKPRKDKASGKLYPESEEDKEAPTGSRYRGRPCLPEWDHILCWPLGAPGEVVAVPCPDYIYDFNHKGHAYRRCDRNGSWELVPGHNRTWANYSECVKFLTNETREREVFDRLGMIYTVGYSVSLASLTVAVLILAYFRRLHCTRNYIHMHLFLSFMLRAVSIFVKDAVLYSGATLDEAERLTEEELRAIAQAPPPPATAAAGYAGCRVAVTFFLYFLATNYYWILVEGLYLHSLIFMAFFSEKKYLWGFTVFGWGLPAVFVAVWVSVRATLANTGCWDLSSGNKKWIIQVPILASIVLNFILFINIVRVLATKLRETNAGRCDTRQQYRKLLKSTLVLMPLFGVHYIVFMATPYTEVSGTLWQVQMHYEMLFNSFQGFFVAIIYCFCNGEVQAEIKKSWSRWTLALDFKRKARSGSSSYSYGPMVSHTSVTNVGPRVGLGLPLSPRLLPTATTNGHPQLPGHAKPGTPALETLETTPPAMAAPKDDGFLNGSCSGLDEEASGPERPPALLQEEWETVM
#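 HEK-293-derived GP2 cells expressing PTHR1 and a GloSensor cAMP reporter, 3,000/well, plated overnight, given luciferin plus IBMX (each 0.5 mM as added) for 1 h at 37 °C, then compound for 1 h at 37 °C. Luminescence was read after 15 min at room temperature.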
# Mm-Cpn inhibitor: M. maripaludis TRiC chaperonin inhibition | purified Mm-Cpn ATPase, ADP Transcreener TR-FRET | Potency, µM (highest dose often 76.9 µM), inactives show at the top dose activity, negative = inhibition, usual class: inhibitors | hit rate 0.031% among 330,000; also: potency is read from the fitted curve at half-maximal effect; % is scaled to controls: 0 for no effect and ±100 for the full control effect; nearly all actives have a fitted effect of over 80% in size
#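 Quantitative HTS used 25 nM Mm-CPN and 10 uM ATP in magnesium/KCl Tris buffer, pH 7.4, with 1 mM DTT. Hydrolysis ran 30 min at 37°C; ADP was read by HTRF.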
# FUS suppressor: rescues growth of FUS-expressing yeast | S. cerevisiae FUS-expressing, growth rescue, OD600, 24 h | Potency, µM (highest dose often 76.6 µM), for the others: at the highest dose growth rescue (activation), hits mostly activators | hit rate 0.24% among 390,000 | AID 1347120;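 also: potency is read from the fitted curve at half-maximal effect; plate controls were DMSO vehicle for no effect and reference control for full effect; nearly all actives have a fitted effect of over 55% in size; some results filed as inactive show a strong effect at the top dose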
#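 Cultures pregrown in 2.5% raffinose medium are shifted to minimal medium containing 2% galactose to express toxic FUS. Compounds are tested at several concentrations. After 24hr at 30C, growth is quantified at 600 nm absorbance.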
# TDP43 rescue: TDP-43 toxicity inhibition in yeast; hit rate 1.8% among 410,000; Potency, µM (highest dose often 46.1 µM), without a hit: at the highest dose growth rescue (activation), most hits filed as activators; TDP-43 expressing yeast growth rescue, BacTiter-Glo, 24 h; AID 652104; also: potency is read from the fitted curve at half-maximal effect; % of control where 0% means no effect; nearly all actives have a fitted effect of over 50% in size
#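 Yeast cells expressing TDP-43 under galactose induction are exposed to compounds for 24 hr at 30 deg C. BacTiter-Glo luminescence measures growth, so protective compounds score as activators.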
# aSyn yeast inh: rescues yeast growth from alpha-synuclein toxicity | AID 652106 | Yeast expressing alpha-synuclein, growth rescue, BacTiter-Glo, 24 h | Potency, µM (titrated, usually from 46.1 µM), inactives show at the highest dose growth rescue (activation), hits mostly activators | hit rate 0.14% among 370,000; also: potency is read from the fitted curve at half-maximal effect; % of control where 0% means no effect; nearly all actives have a fitted effect of over 65% in size
#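 Readout is rescue of growth in alpha-synuclein-expressing yeast, so inhibitors of toxicity appear as activators. Growth after 24 hr at 30 deg C in galactose medium is quantified by luminescence.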
# HEK293 tox: cytotoxicity in counter-screen for GLP-1R inverse agonists | HEK293 cAMP-luciferase reporter cells, luminescence, 24 h | Potency, µM (highest dose often 38.3 µM), without a hit: at the highest dose activity change, negative = inhibition, hits mostly inhibitors | hit rate 0.13% among 410,000 | AID 624418;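 also: loss of luciferase light is scored as toxicity; potency is read from the fitted curve at half-maximal effect; % is scaled to controls: 0 for no effect and ±100 for the full control effect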
#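 Luminescence readout: signal drop marks cytotoxicity. Plated cells grew 12 h at 37 °C, 5% CO2, received 23 nL compound for 24 h, then got luciferase reagent, read after 12 min at RT.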
# GLP1R inv ag: acts as inverse agonist at human GLP-1 receptor | HEK293 GLP-1R CRE-luciferase, luminescence, 24 h; GLP-1R form is constitutively active | Potency, µM (top dose mostly 38.3 µM), for the others: at the highest dose activity change, negative = inhibition, usual class: inhibitors | hit rate 1.6% among 410,000; also: potency is read from the fitted curve at half-maximal effect; % is scaled to controls: 0 for no effect and ±100 for the full control effect; nearly all actives have a fitted effect of over 55% in size
# Target sequence (P43220 whole entry, looked up): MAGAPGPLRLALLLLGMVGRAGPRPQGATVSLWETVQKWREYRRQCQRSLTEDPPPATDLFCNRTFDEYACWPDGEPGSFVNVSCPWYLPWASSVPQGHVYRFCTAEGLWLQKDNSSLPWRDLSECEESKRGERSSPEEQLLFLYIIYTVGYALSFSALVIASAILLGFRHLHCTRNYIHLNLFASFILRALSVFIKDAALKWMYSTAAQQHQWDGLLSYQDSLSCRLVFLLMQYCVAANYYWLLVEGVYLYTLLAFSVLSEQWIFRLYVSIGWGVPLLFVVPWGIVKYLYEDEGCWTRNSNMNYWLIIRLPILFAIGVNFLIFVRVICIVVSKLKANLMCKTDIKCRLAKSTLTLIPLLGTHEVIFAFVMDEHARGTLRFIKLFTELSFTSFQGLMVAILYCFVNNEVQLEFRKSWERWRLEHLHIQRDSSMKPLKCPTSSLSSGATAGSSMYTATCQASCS
#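 qHTS in 1536-well format: reporter HEK293 cells expressing constitutive GLP-1R activity in DMEM + 10% Nu serum, 24 hr with compounds at 37 deg C, luminescence read after 12 min with detection reagent.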
# * = called active by the depositor; i = inactive; ? = inconclusive; · = no result given; & = joins results of further samples; [ ] = remark or other dose. Unless noted, calls follow the shape of the dose curve; as a rule, active = well fitted curve in the direction sought with a large enough effect; inconclusive = small, poorly fitted or top-dose-only effect, or another doubt; inactive = no such curve, though single readings can be large; an effect the other way counts as inactive or inconclusive. Only part of the results is shown; rates above refer to the full screens.
1: C=CCS(=O)(=O)N1CCCC(Cc2ccccc2C)(C(=O)OCC)C1 (stereo unspecified)
2: Cc1ccc(-c2cc[n+](Cc3ccccc3)cc2)cc1
3: CC(NS(=O)(=O)c1ccccc1)C(=O)Nc1ccc2c(c1)OCCO2 (stereo unspecified)
4: COc1ccc(Nc2nccc(-c3cccc(N)c3)n2)cc1
5: CCCCNC(=O)c1nc(C2CCN(S(=O)(=O)c3ccc(S(C)(=O)=O)cc3)CC2)oc1-c1ccccc1
6: O=C(O)/C=C\C(=O)NCc1cccnc1
7: C=CCNC(=O)CSc1nc2sc(C)c(C)c2c(=O)[nH]1
8: Cn1c(=O)c2c(ncn2CC(=O)N2CCN(C(=O)c3ccco3)CC2)n(C)c1=O
assay / entry,1,2,3,4,5,6,7,8
GLP1R inv ag,-6%,6%[0.307 µM],15%,?,-7%,2%,22%,4%
HEK293 tox,-18%,0%[0.307 µM],-6%,-7%,-11%,-2%,1%,3%
FUS suppressor,7%,-14%,·,-17%,?,2%,-14%,0%
pAkt inh,i,i,i,i,i,i,i,i
aSyn yeast inh,13%,0%,6%,-16%,?,-13%,-1%,-6%
Abeta rescue,0%,1%,0%,-29%,-9%,-4%,-19%,-4%
Mm-Cpn inhibitor,-2%,-3%,-1%,2%,·,4%,1%,-1%
PTHR1 agonist,i,-23%,i,-33%[inhibitor],-13%,i,5%,-4%
TDP43 rescue,-18%,6%,22%,15%,28%,-1%,2%,-3%

9: CCn1c(Oc2ccccc2F)nc2c1c(=O)n(C)c(=O)n2C
10: CCc1ccccc1OCc1nnc(N)s1
11: CCC(=O)Nc1ccc(OCC2CCCO2)cc1 (stereo unspecified)
12: On1nnc2ccccc21
13: Cc1cccc(OCCOCCN2CCOCC2)c1C
14: COc1ccc(C2C(C(=O)c3ccc(C)o3)=C(O)C(=O)N2c2cc(C)on2)cc1OC (stereo unspecified)
15: O=S1(=O)CC(N2CC=CC2)CN1Cc1cn(Cc2cccc(Cl)c2)nn1 (stereo unspecified)
16: O=C(N/N=C/c1ccsc1)c1ccc2c(c1)OCO2
assay / entry,9,10,11,12,13,14,15,16
GLP1R inv ag,-12%,8%,28%,-11%,3%,-18%,?,3%
HEK293 tox,2%,-9%,-1%,-7%,-2%,-24%,-11%,-7%
FUS suppressor,-3%,-23%,-19%,-24%,-5%,31%,-7%,·
pAkt inh,i,i,i,i,i,i,i,i
aSyn yeast inh,6%,-4%,-7%,1%,-5%,1%,1%,-2%
Abeta rescue,-6%,-4%,-5%,9%,-11%,-15%,-8%,-14%
Mm-Cpn inhibitor,-3%,1%,2%,2%,0%,-5%,·,1%
PTHR1 agonist,-10%,-7%,i,i,i,i,-38%[inhibitor],-4%
TDP43 rescue,22%,21%,-6%,-4%,-13%,11%,24%,21%

17: COc1ccc(S(=O)(=O)NCC(c2ccco2)N2CCN(c3ccc(F)cc3)CC2)cc1C (stereo unspecified)
18: O=C(c1ccccc1)N1CN2CN(C(=O)c3ccccc3)CC([N+](=O)[O-])(C2)C1
19: COc1ccccc1OCCNC(=O)C1CC(=O)N(Cc2ccc(C)cc2)C1 (stereo unspecified)
20: COc1cc(S(=O)(=O)Nc2ccccn2)ccc1F
21: O=C(c1ccc(Cl)cc1)N1CCN(c2cccc3[nH]ccc23)CC1
22: O=C(O)/C(=C\c1cccs1)Sc1nnc(-c2ccc(F)cc2)o1
23: CC(COc1ccccc1)OC(=O)Nc1ccccc1 (stereo unspecified)
24: CCOc1ccc(-c2c(C(=O)N/N=C/c3cccs3)nnn2-c2nonc2N)cc1
assay / entry,17,18,19,20,21,22,23,24
GLP1R inv ag,?,11%,14%,12%,?,12%,?,-30%
HEK293 tox,-2%,-3%,17%,12%,-2%,-4%,19%,-21%
FUS suppressor,?,-13%,39%,7%,24%,5%,-14%,19%
pAkt inh,·,i,i,i,i,i,i,i
aSyn yeast inh,·,1%,-4%,0%,-20%,1%,6%,-7%
Abeta rescue,22%,-2%,3%,17%,-58%[inhibitor],11%,16%,2%
Mm-Cpn inhibitor,·,0%,-2%,-2%,-3%,1%,·,-1%
PTHR1 agonist,i,-9%,i,i,-12%,i,-11%,16%
TDP43 rescue,12%,5%,0%,-24%,?,·,16%,-5%

25: CN1C(=O)C(=O)N(CC(=O)N2CCc3ccccc32)C1=O
26: CCN1/C(=C2\C(=O)N(C)C(=S)N2c2ccccc2)C=Cc2ccccc21
27: Cc1ccc(S(=O)(=O)N(CC(=O)N2CCOCC2)C2CCCCC2)cc1
28: COc1ccc(CNC(=O)c2oc3ccc(S(=O)(=O)N4CCOCC4)cc3c2C)cc1
29: CCC(C)(C)NC(=O)Cn1c(-c2ccc(C)cc2)noc1=O
30: Cc1cc(=O)oc2cc(OCC(=O)OCC(=O)NCCc3ccccc3)ccc12
31: Cc1ccc(S(=O)(=O)N(C)CCCC(=O)NC(C)(C)C)cc1
32: COc1ccc(CNc2nn[nH]n2)cc1OC
assay / entry,25,26,27,28,29,30,31,32
GLP1R inv ag,-19%,?,52%[activator],?,12%,11%,1%,-42%
HEK293 tox,18%,?,-5%,-9%,-11%,2%,9%,-1%
FUS suppressor,-13%,17%,11%,8%,6%,6%&6%,0%,-22%
pAkt inh,i,i,i,i,i,i,i,i
aSyn yeast inh,0%,-10%,0%,1%,7%,6%,0%,0%
Abeta rescue,24%,-31%[inhibitor],20%,-9%,9%,3%,27%,5%
Mm-Cpn inhibitor,2%,-2%,-1%,0%,-1%,-1%,1%,-2%
PTHR1 agonist,-10%,i,-5%[57.5 µM],-19%,i,i,i,0%[57.5 µM]
TDP43 rescue,10%,0%,1%,23%,-7%,-11%,-5%,-11%

# One compound at a time, from the list above:
# CCN1/C(=C2\C(=O)N(C)C(=S)N2c2ccccc2)C=Cc2ccccc21 reads GLP1R inv ag: ?; HEK293 tox: ?; FUS suppressor: 17%; pAkt inh: i; aSyn yeast inh: -10%; Abeta rescue: -31%[inhibitor]; Mm-Cpn inhibitor: -2%; PTHR1 agonist: i; TDP43 rescue: 0%
# Cc1cc(=O)oc2cc(OCC(=O)OCC(=O)NCCc3ccccc3)ccc12 reads GLP1R inv ag: 11%; HEK293 tox: 2%; FUS suppressor: 6%&6%; pAkt inh: i; aSyn yeast inh: 6%; Abeta rescue: 3%; Mm-Cpn inhibitor: -1%; PTHR1 agonist: i; TDP43 rescue: -11%

# Going on with the list:
33: CSC1=C(C#N)C(c2ccccc2)C(C(C)=O)=C(C)N1 (stereo unspecified)
34: CC(=O)c1cccc(NC(=S)NCCc2ccc(F)cc2)c1
35: Cn1c(C(=O)N2CCN(c3ccccn3)CC2)cc2ccccc21
36: O=C(O)c1cccc(CSc2nnc(COc3ccccc3)o2)c1
37: COc1cc2c(cc1OC)C(C)N(C(=O)c1cc3c(s1)-c1c(C)cccc1OC3)CC2 (stereo unspecified)
38: O=C(Cc1c(F)cccc1Cl)N1CCOCC1
39: CC(=O)c1ccc(N=Nc2c(C)[nH]n(-c3ccccc3)c2=O)cc1
40: CSc1nnc(C)c(=O)n1COC(=O)/C=C/c1ccccc1
41: CC(C)CN(C(=O)C1CCCO1)C1CCS(=O)(=O)C1 (stereo unspecified)
assay / entry,33,34,35,36,37,38,39,40,41
GLP1R inv ag,0%,?,3%,17%,?,10%,1%,10%,24%
HEK293 tox,-11%,11%,-2%,-6%,3%,-1%,1%,-3%,15%
FUS suppressor,-33%,-6%,-11%,2%,30%,10%,-15%,7%,11%
pAkt inh,i,i,i,i,i,i,i,i,i
aSyn yeast inh,-2%,-6%,4%,14%,2%,3%,-6%,5%,-2%
Abeta rescue,-1%,-7%,1%,-2%,4%,1%,-14%,-17%,-1%
Mm-Cpn inhibitor,-2%,-1%,-2%,0%,-17%,-3%,0%,0%,-4%
PTHR1 agonist,i,-16%,-11%,-9%,-16%,-19%,-36%[inhibitor],-11%,-19%
TDP43 rescue,9%,14%,-7%,-4%,15%,3%,6%,-2%,-18%

# Structures above containing an aryl methoxy group:
4: COc1ccc(Nc2nccc(-c3cccc(N)c3)n2)cc1
14: COc1ccc(C2C(C(=O)c3ccc(C)o3)=C(O)C(=O)N2c2cc(C)on2)cc1OC (stereo unspecified)
17: COc1ccc(S(=O)(=O)NCC(c2ccco2)N2CCN(c3ccc(F)cc3)CC2)cc1C (stereo unspecified)
19: COc1ccccc1OCCNC(=O)C1CC(=O)N(Cc2ccc(C)cc2)C1 (stereo unspecified)
20: COc1cc(S(=O)(=O)Nc2ccccn2)ccc1F
28: COc1ccc(CNC(=O)c2oc3ccc(S(=O)(=O)N4CCOCC4)cc3c2C)cc1
32: COc1ccc(CNc2nn[nH]n2)cc1OC
37: COc1cc2c(cc1OC)C(C)N(C(=O)c1cc3c(s1)-c1c(C)cccc1OC3)CC2 (stereo unspecified)
assay / entry,4,14,17,19,20,28,32,37
GLP1R inv ag,?,-18%,?,14%,12%,?,-42%,?
HEK293 tox,-7%,-24%,-2%,17%,12%,-9%,-1%,3%
FUS suppressor,-17%,31%,?,39%,7%,8%,-22%,30%
pAkt inh,i,i,·,i,i,i,i,i
aSyn yeast inh,-16%,1%,·,-4%,0%,1%,0%,2%
Abeta rescue,-29%,-15%,22%,3%,17%,-9%,5%,4%
Mm-Cpn inhibitor,2%,-5%,·,-2%,-2%,0%,-2%,-17%
PTHR1 agonist,-33%[inhibitor],i,i,i,i,-19%,0%[57.5 µM],-16%
TDP43 rescue,15%,11%,12%,0%,-24%,23%,-11%,15%

# Source: PubChem BioAssay
